Screening results deposited in PubChem BioAssay by National Center for Advancing Translational Sciences (NCATS).
Lamin A splicing = qHTS Assay for Modulators of Lamin A Splicing. HeLa LMNA splicing GFP/RFP minigene ratio, 48 h. Potency, µM (titrated, usually from 46.1 µM), for inactives: top-dose ratio change, negative = inhibition, most hits filed as inhibitors. 0.01% of 200,000 active. AID 1487, 2009; active = well fitted inhibition curve with a large enough effect in the signal ratio, with a control signal flat, not every such curve was filed as active; inconclusive = small, poorly fitted or top-dose-only effect, or effect the other way, or a change in a side signal; the % refers to the signal ratio
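S3 HeLa stable clones carrying a lamin A-EGFP splicing minigene plus DsRed2 were seeded at 600 cells/well in Opti-MEM with 2% FBS, pin-dosed and incubated 48 h at 37°C. Acumen cytometry (488 nm) gave the GFP/RFP total-intensity ratio.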
* = called active by the depositor; ? = inconclusive; [ ] = remark or other dose. % is scaled to controls: 0 for no effect and ±100 for the full control effect; potency is read from the fitted curve at half-maximal effect. These rows are one share of the data; the hit share may differ from the screen's.

| Molecule | Lamin A splicing |
| --- | --- |
| Cc1ccc(Cn2ccn(CC(=O)Nc3c(C)cc(C)cc3C)c(=O)c2=O)cc1 | 10.1%[46 µM] |
| CN(C)c1ccc(CNC(=O)c2ccc(NC(=O)c3nsc4ccccc34)cc2)cc1 | -13.7%[46 µM] |
| CCCC(=O)Nc1ccc2nc(SCC(=O)N3CCOCC3)sc2c1 | 14.7%[46 µM] |
| COC(=O)c1sc2cccc(F)c2c1S(=O)(=O)Nc1cc(OC)cc(OC)c1 | ? |
| O=C(CSc1nccn1C1CCCC1)Nc1ccccc1 | ? |
| CCOC(=O)c1ccc(NC(=O)c2c(NCc3sccc3C)sc3c2CCC(C)C3)cc1 (stereo unspecified) | ? |
| Oc1c(C(c2ccccc2Cl)N2CCC(O)CC2)sc2nc(-c3ccco3)nn12 (stereo unspecified) | ? |
| Cc1ccc2oc(=O)c(-c3nc4ccc(C)cc4[nH]3)cc2c1 | 8.0%[46 µM] |
| CCC(=O)NC1CC(=O)N(c2ccc3c(c2)OCCO3)C1 (stereo unspecified) | 14.5%[46 µM] |
| Cn1nc(C(=O)N2CCN(c3cccc(Cl)c3)CC2)c2c1-c1ccccc1S(=O)(=O)C2 | ? |
| Cc1ccc(C(=O)CSc2nc(C)cc(C)c2C(=O)Nc2cccc(C)c2)cc1 | ? |
| O=C(Nc1nnc(S(=O)(=O)N2CCCc3ccccc32)s1)c1ccccc1Br | 13.1%[46 µM] |
| COc1ccccc1NC(=O)CSc1ccc(-c2sc(C)nc2C)nn1 | 8.4%[46 µM] |
| Cc1ccccc1OCc1ccc(-c2nc(C#N)c(N3CCN(C)CC3)o2)o1 | 1.2%[46 µM] |
| Cc1nn(C(=O)c2cccc([N+](=O)[O-])c2C)c(C)c1S(=O)(=O)N1CCOCC1 | ? |
| Cc1cccc(OC(C)C(=O)Nc2ncn[nH]2)c1 (stereo unspecified) | 13.2%[46 µM] |
| O=C(COc1ccc2ccccc2c1)NC1CC(=O)N(c2ccc(F)cc2)C1 (stereo unspecified) | -10.4%[46 µM] |
| Cc1cccc(OCC(=O)Nc2ccc3nc(SCc4ccccc4)sc3c2)c1 | 16.9%[46 µM] |
| COc1ccc(N2CCN(C(=O)c3cnc(N4CCCC4)nc3C)CC2)cc1 | 6.5%[46 µM] |
| CC1CCc2onc(C(=O)N3CCN(c4ccccc4)CC3)c2C1 (stereo unspecified) | -8.8%[46 µM] |
| COC(=O)c1ccc(NC(=O)C(=O)NCC(c2cccnc2)N2CCc3ccccc32)cc1 (stereo unspecified) | -4.9%[46 µM] |
| COc1ccc(Cl)c2sc(NC(=O)c3ccc(S(=O)(=O)N4CCOCC4)cc3)nc12 | -5.0%[46 µM] |
| Cc1cc(C)c2sc(N3CCN(C(=O)c4ccc(N(C)C)cc4)CC3)nc2c1 | -26.1%[46 µM] |
| Cc1ccc2c(c1)CC(C)N2S(=O)(=O)c1nnc(NC(=O)c2ccccc2F)s1 (stereo unspecified) | 5.0%[46 µM] |
| Cc1cccn2c(=O)c(C(=O)NCCc3ccc(Cl)cc3)cnc12 | -13.0%[46 µM] |
| O=C(CCNS(=O)(=O)c1ccc2c(c1)CCN2C(=O)C1CC1)N1CCN(c2ccc(F)cc2)CC1 | ? |
| Cc1cc(Cl)ccc1NS(=O)(=O)c1ccc2c(c1)CC(C)N2C(=O)C1CCC1 (stereo unspecified) | ? |
| COc1ccc(-n2ncc(C(=O)N3CCN(c4ncccn4)CC3)c2C2CCN(C(=O)OC(C)(C)C)CC2)cc1 | 9.4%[46 µM] |
| Cc1cccc(-n2ncc3c(N4CCCC(C)C4)ncnc32)c1 (stereo unspecified) | -26.8%[46 µM] |
| COc1ccc(Br)cc1CNC(=O)c1cc(=O)[nH]c2ccc(S(=O)(=O)N3CCCCC3)cc12 | 1.3%[46 µM] |
| COCCN(Cc1ccco1)C(=O)Cn1ncc2c([nH]c3ccccc32)c1=O | -9.9%[46 µM] |
| Cc1ccc(S(=O)(=O)c2cn(C)c3cc(N4CCCC4)c(F)cc3c2=O)c(C)c1 | -4.3%[46 µM] |
| CCc1ccccc1NC(=O)CSc1ncc(S(=O)(=O)c2ccccc2)c(N)n1 | 1.4%[46 µM] |
| COc1ccc(C2c3cccn3CCN2S(=O)(=O)c2ccc([N+](=O)[O-])cc2)cc1 (stereo unspecified) | ? |
| Cc1ccc(C)c(N2CCN(C(=O)CCNS(=O)(=O)c3ccc4c(c3)CCN4C(=O)C3CC3)CC2)c1 | ? |
| O=C(Nc1cc(F)ccc1F)C1COc2ccccc2C1 (stereo unspecified) | -2.1%[46 µM] |
| Cc1cccc(NC(=O)C2CCN(c3nc4ccccc4[nH]3)CC2)c1C | 12.2%[46 µM] |
| COc1ccccc1CNC(=O)c1ccc2nc(CCc3ccccc3)oc2c1 | 1.7%[46 µM] |
| Cc1ccc(N(C)S(=O)(=O)c2nnc(NC(=O)C3CCCCC3)s2)cc1 | 2.1%[46 µM] |
| CC(C)CCNC(=O)c1ccc(Cn2c(SCC(=O)NC(C)C)nc3ccccc3c2=O)cc1 | ? |
| Cc1cc(C(=O)Nc2ccc(C(C)C)cc2)c2c(C)nn(-c3ccccc3)c2n1 | -9.4%[46 µM] |
| CCOc1ccc(CCNC(=O)c2ccc(-n3c(C)cc4c3CCC(C)C4)cc2)cc1OCC (stereo unspecified) | ? |
| Cc1ccc(CCNC(=O)CCCn2c(=O)c3cccn3c3ccc(F)cc32)cc1 | ? |
| CCc1cccc(NC(=O)c2cnc(SC)nc2-c2ccccc2)c1 | ? |
| COc1ccc(CCNc2nc(SCc3cccc(Cl)c3)nc3ccccc23)cc1OC | 8.0%[46 µM] |
| COc1ccc(-n2cnc3cc(C(=O)NCCC4=CCCCC4)ccc32)cc1 | -15.7%[46 µM] |
| Cc1ccc(-c2cn3c(n2)sc2cc(C(=O)NCCCN4CCCCC4)ccc23)cc1 | 0.8%[46 µM] |
| Cc1cc2c(cc1S(=O)(=O)NCc1ccccc1Cl)OCCN2C | 3.9%[46 µM] |
| CCOC(=O)CSc1nc2ccccc2c(=O)n1CCc1ccc(OC)c(OC)c1 | -12.8%[46 µM] |
| COc1ccc(CCNC(=O)c2ccc3c(c2)ncn3-c2ccc(C)cc2C)cc1OC | -17.3%[46 µM] |

More records
| Molecule | Lamin A splicing |
| --- | --- |
| Cn1c(=O)c2sccc2n2c(CCCC(=O)NCc3ccccc3)nnc12 | 24.7%[46 µM] |
| O=C(Cc1ccccc1)N(Cc1cccnc1)c1nc2c(Cl)cccc2s1 | ? |
| Cn1c(SCC(=O)N2CCCc3ccccc32)ncc(C(=O)Nc2ccc(Cl)cc2)c1=O | ? |
| CCOc1cc(CNS(=O)(=O)c2ccc3c(c2)CC(=O)N3C)cc(OCC)c1OCC | 8.3%[46 µM] |
| CCOCCCNC(=O)c1ccc2nc(CCc3ccccc3)oc2c1 | -4.9%[46 µM] |
| Cc1nc(-c2cccc(S(=O)(=O)N3CCC(C(=O)NCc4ccccc4Cl)CC3)c2)no1 | ? |
| CCC(=O)C1=C(c2ccc(OC)c(OC)c2)N(C(=O)CC)n2c(CC)nnc2S1 | -22.2%[46 µM] |
| O=C(NCCS(=O)(=O)N1CCN(c2ccc(F)cc2)CC1)c1cc(=O)c2ccccc2o1 | 4.8%[46 µM] |
| CSc1ccc(CNC(=O)c2sc3ncnc(N(C)C4CCCCC4)c3c2C)cc1 | 9.8%[46 µM] |
| Cc1nn(C)c2c1c(C(F)(F)F)cc(=O)n2CC(=O)NCc1ccccc1Cl | 7.5%[46 µM] |
| Cc1ccc(C)c(CN2CCC(CNC(=O)c3cc4ccc5cccnc5c4[nH]3)CC2)c1 | ? |
| Cc1ccc(-n2ncc(C(=O)NCCc3ccsc3)c2C2CCN(C(=O)OC(C)(C)C)CC2)c(C)c1 | ? |
| Cc1ccc(NC(=O)c2cn3c4c(ccc(Cl)c4c2=O)OC(C)C3)cc1C (stereo unspecified) | -1.0%[46 µM] |
| COc1ccc(N2CCN(C(=O)c3cc4c(=O)n(Cc5cccs5)ccc4nc3C)CC2)cc1 | ? |
| COc1ccc2c(c1)CC(NC(=O)Nc1c(C)cc(C)cc1C)CO2 (stereo unspecified) | ? |
| CCOC(=O)c1c(C)oc2nc(C)nc(N3CCN(c4cccc(C(F)(F)F)c4)CC3)c12 | ? |
| O=C(Nc1c(C(=O)N2CCN(c3ccc(F)cc3)CC2)oc2ccccc12)c1ccco1 | -14.0%[46 µM] |
| COc1ccc(OC)c(-n2cnc3cc(C(=O)NCCc4ccccc4)ccc32)c1 | -4.7%[46 µM] |
| Cc1cc(C)cc(N2C(=O)CSC23C(=O)N(Cc2c(F)cccc2Cl)c2ccccc23)c1 (stereo unspecified) | 5.0%[46 µM] |
| COc1cccc(NC(=O)c2oc3ccc(S(=O)(=O)N4CCCCCC4)cc3c2C)c1 | -8.7%[46 µM] |
| O=C1NCCN(Cc2ccc(F)cc2)C1=O | 2.7%[46 µM] |
| COC(=O)c1c(-c2cccs2)csc1NC(=O)c1cc(OC)c(OC)c(OC)c1 | -0.3%[46 µM] |
| CNC(=O)Cn1c(=O)c2cccn2c2ccc(F)cc21 | ? |
| CC1CCN(c2ccc(-c3cccc(NS(=O)(=O)c4ccc(Cl)s4)c3)nn2)CC1 | ? |
| CCc1cccc(C)c1NC(=O)CCS(=O)(=O)c1ccc2c(c1)oc(=O)n2C | -11.6%[46 µM] |
| CCN(CCCNC(=O)Cn1ncc2c([nH]c3ccccc32)c1=O)c1cccc(C)c1 | -15.6%[46 µM] |
| Cc1cc2n(n1)CCCN2C(=O)Nc1ccccc1C(F)(F)F | ? |
| O=C(NCc1ccccc1Cl)c1ccccc1NC(=O)c1nsc2ccccc12 | ? |
| CCCNC(=O)c1cnc2c(-c3ccc(OCC)c(OCC)c3)c(C)nn2c1-c1ccccc1 | ? |
| Cc1ccccc1NC(=O)c1ccc2nc(Cc3ccccc3)oc2c1 | ? |
| COc1ccc(NC(=O)Nc2nnc(SCC(=O)Nc3cccc(C)c3C)s2)cc1 | 17.5%[46 µM] |
| Cc1cc(C)c(S(=O)(=O)Nc2ccc(-c3ccc(N4CCCCC4)nn3)cc2)c(C)c1 | ? |
| Cc1cc(C)cc(-n2ccnc2SCC(=O)Nc2nc3ccccc3s2)c1 | 6.0%[46 µM] |
| Cc1cc(C)cc(NC(=O)c2cc(C)nc3c2c(C)nn3-c2ccccc2)c1 | -6.7%[46 µM] |
| COc1ccc(-c2nn3c(=O)cc(CN4CCN(S(=O)(=O)c5ccc(C)cc5)CC4)nc3s2)cc1 | 9.0%[46 µM] |
| O=C(CCC1N=C2c3ccccc3N=C(SCc3ccc(F)cc3)N2C1=O)NC1CCCCC1 (stereo unspecified) | 7.5%[46 µM] |
| Cc1c(-c2cccc(NC(=O)Nc3ccccc3)c2)nc2ncccn12 | 15.3%[46 µM] |
| CCCCN(CC)C(=O)CSc1nc2n[nH]c(C)c2c(=N)n1-c1cccc(OC)c1 | 15.7%[46 µM] |
| CCCCC(=O)N1CCc2cc(OC)c(OC)cc2C1COc1ccc(OC)cc1 (stereo unspecified) | -5.0%[46 µM] |
| COc1cccc(CSc2nc3cc(C(=O)NC4CCCC4)ccc3c(=O)n2Cc2ccccc2)c1 | 5.3%[46 µM] |
| CN(C)c1ccc(CNC(=O)Cc2ccc(NC(=O)N3CCCCc4ccccc43)cc2)cc1 | ? |
| COc1cccc2cc(-c3nc4ccc(C)cc4[nH]3)c(=O)oc12 | 12.6%[46 µM] |
| CCOc1ccc(-c2c(C)nn3c(C)c(C(=O)NCC(C)c4ccccc4)cnc23)cc1OCC (stereo unspecified) | ? |
| Cc1cc2c(cc1S(=O)(=O)Nc1cccc(Cl)c1C)n(C)c(=O)c(=O)n2C | -4.2%[46 µM] |
| Cc1ccc(Cl)cc1NC(=O)Cn1c(=O)oc2cc(S(=O)(=O)N3CCCCCC3)ccc21 | ? |
| CCc1ccccc1NC(=O)CCCN1C(=O)CCn2nc(-c3cn(C)c4ccccc34)cc21 | ? |
| Cc1cn(C)c(CC(=O)N2CCN(c3cccc(C(F)(F)F)c3)CC2)c1C(=O)O | -6.4%[46 µM] |
| Cc1ccc(OCC(=O)Nc2nc(-c3ccc(Br)cc3)ns2)cc1C | 19.4%[46 µM] |
| Cc1nc2ccccn2c(=O)c1NC(=O)c1ccccc1Cl | -7.6%[46 µM] |
| COc1ccc(C(=O)Nc2ccccc2-c2nc3ccccc3s2)c(OC)c1 | ? |

An excerpt from above in order of formula weight, ascending.
| Molecule | Lamin A splicing |
| --- | --- |
| Cc1ccc2c(c1)CC(C)N2S(=O)(=O)c1nnc(NC(=O)c2ccccc2F)s1 (stereo unspecified) | 5.0%[46 µM] |
| COc1ccc(NC(=O)Nc2nnc(SCC(=O)Nc3cccc(C)c3C)s2)cc1 | 17.5%[46 µM] |
| Cc1ccc(Cl)cc1NC(=O)Cn1c(=O)oc2cc(S(=O)(=O)N3CCCCCC3)ccc21 | ? |

(next part)
| Molecule | Lamin A splicing |
| --- | --- |
| COc1ccc(-c2cn3nc(N4CCC(C(=O)Nc5cc(Cl)ccc5C)CC4)sc3n2)cc1 | ? |
| CCOC(=O)c1ccccc1NC(=O)N1CCc2c(sc(C)c2CC)C1c1ccccc1 (stereo unspecified) | ? |
| Cc1nn(C)c2c1c(C(F)(F)F)cc(=O)n2CC(=O)Nc1ccc(F)cc1F | 9.4%[46 µM] |
| COc1ccc(CC(=O)NCCc2sc(-c3ccc(Cl)cc3)nc2C)cc1OC | ? |

Part of the list above, as labelled records:
mol: COc1ccc(CC(=O)NCCc2sc(-c3ccc(Cl)cc3)nc2C)cc1OC
  Lamin A splicing: ?
mol: Cc1nn(C)c2c1c(C(F)(F)F)cc(=O)n2CC(=O)Nc1ccc(F)cc1F
  Lamin A splicing: 9.4%[46 µM]
mol: COc1ccc(-c2cn3nc(N4CCC(C(=O)Nc5cc(Cl)ccc5C)CC4)sc3n2)cc1
  Lamin A splicing: ?
mol: CCOC(=O)c1ccccc1NC(=O)N1CCc2c(sc(C)c2CC)C1c1ccccc1 (stereo unspecified)
  Lamin A splicing: ?
